High-throughput results (PubChem BioAssay)
D1 antag = Antagonist of Human D 1 Dopamine Receptor: qHTS; D(1A) dopamine receptor (Homo sapiens), P21728; 3.2% of 360,000 active; HEK293 TREx D1 cells, calcium flux, dopamine EC80; stronger effect = lower value; activity change, negative = inhibition, % at 10 µM; in the data active = activity change below about -30%; note: % is set by controls: 0 for no effect and ±100 for the full control effect
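Inducible Hek293 Trex D1 cells (tetracycline, overnight, 30 C). Calcium dye 30–90 min RT. Antagonist mode: EC80 dopamine added after 180 s compound read.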
D1 potentiator = Potentiators of Human D1 Dopamine Receptor: qHTS. HEK293 TREx D1 cells, calcium flux, dopamine EC20 potentiation. 0.036% of 360,000 active. D(1A) dopamine receptor (Homo sapiens), P21728. potentiation, % at 10 µM; in the data active = potentiation above about 30%; note: 0% is about no effect
RXFP1 agonist = qHTS Assay for Agonists of the Relaxin Receptor RXFP1; HEK293T-RXFP1 cAMP TR-FRET, 30 min; response scale: percent of porcine relaxin response, buffer zero; Potency, µM (top dose mostly 57.5 µM), for the others: at the top dose activation, hits mostly activators; 0.3% of 370,000 active; AID 2676, 2010; note: potency is the fitted concentration of half-maximal effect; % is set by controls: 0 for no effect and ±100 for the full control effect; nearly all actives have a fitted effect of over 60% in size; many of its hits are not listed in these tables
Target sequence (Q9HBX9 whole entry, looked up): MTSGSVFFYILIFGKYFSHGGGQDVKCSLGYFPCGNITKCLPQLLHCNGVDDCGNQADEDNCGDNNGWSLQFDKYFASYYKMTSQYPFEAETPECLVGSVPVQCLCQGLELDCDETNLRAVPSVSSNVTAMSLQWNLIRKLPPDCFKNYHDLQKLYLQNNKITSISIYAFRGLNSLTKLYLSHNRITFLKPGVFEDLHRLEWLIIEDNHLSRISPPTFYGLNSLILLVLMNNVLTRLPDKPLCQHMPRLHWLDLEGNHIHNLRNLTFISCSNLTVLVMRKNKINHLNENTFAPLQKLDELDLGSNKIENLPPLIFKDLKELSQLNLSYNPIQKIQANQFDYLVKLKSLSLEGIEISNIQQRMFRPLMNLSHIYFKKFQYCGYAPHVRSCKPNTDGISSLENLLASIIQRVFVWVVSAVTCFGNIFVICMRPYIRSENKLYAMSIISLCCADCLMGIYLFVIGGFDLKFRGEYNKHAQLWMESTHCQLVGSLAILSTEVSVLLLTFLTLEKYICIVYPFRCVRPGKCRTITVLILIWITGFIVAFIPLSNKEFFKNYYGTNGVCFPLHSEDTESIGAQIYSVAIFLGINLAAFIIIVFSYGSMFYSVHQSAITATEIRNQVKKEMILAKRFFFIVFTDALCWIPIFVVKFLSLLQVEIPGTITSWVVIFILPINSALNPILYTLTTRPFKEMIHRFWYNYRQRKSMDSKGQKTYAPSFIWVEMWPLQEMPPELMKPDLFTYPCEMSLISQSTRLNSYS
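HEK293 cells stably expressing RXFP1, treated 30 min at 37C with compounds plus PDE4 inhibitor Ro 20174; cAMP measured by HTRF TR-FRET. Normalized to buffer and 29 nM porcine relaxin; EC50 by Hill fit.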
D1 agonist = Allosteric Agonists of the Human D1 Dopamine Receptor: qHTS; 1% of 360,000 active; D(1A) dopamine receptor (Homo sapiens), P21728; AID 504660, 2011; HEK293 T-REx D1 cells, calcium flux, agonist mode; activation, % at 2 µM; in the data active = activation above about 30%; note: 0% is about no effect
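Agonism was scored from calcium flux recorded over 180 s (1 read/s) after pintool compound addition, following a 10-cycle baseline. Cells were inducible force-coupled HEK293 TREx D1, plated overnight at 30 C and loaded with no-wash calcium dye.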
GRP78 ERSR act = qHTS for Inducers of the Endoplasmic Reticulum Stress Response (ERSR) in Human Glioma: qHTS; U87-MG GRP78 promoter luciferase reporter, 16 h; AID 602332, 2012; Potency, µM, inactives show top-dose activation, most hits filed as activators; 0.02% of 420,000 active; note: potency is the fitted concentration of half-maximal effect; series mostly up to about 76 µM; % of control where 0% means no effect; nearly all actives have a fitted effect of over 35% in size
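Stably transfected U87-MG human glioma cells carrying a GRP78-based luminescent sensor were seeded at 1000 cells/well, pin-dosed with compounds and incubated 16 h. Luciferase reagent was then added, and end-point luminescence was read after 10 min at room temperature.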
D2 potentiator = HTS Assay for Positive Allosteric Modulators of the Human D2 Dopamine Receptor: Primary Screen for Potentiators | D(2) dopamine receptor (Homo sapiens), P14416 | HEK293 T-REx D2, calcium flux, EC20 dopamine potentiation | potentiation, % at 10 µM | 0.34% of 340,000 active | AID 485347, 2010;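 active = potentiation over 3 SD above the plate norm, cut at about 30% in these data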; note: 0% is about no effect
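Tetracycline-induced Hek293 Trex D2 cells, force-coupled to calcium, loaded with no-wash calcium dye. Compound added with 180 s kinetic read for agonism, then EC20 dopamine and a further 180 s read for potentiation.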
Vif-A3G inh = qHTS for Inhibitors of Vif-A3G Interactions: qHTS; DNA dC->dU-editing enzyme APOBEC-3G (Homo sapiens), Q9HC16; HeLa A3G-eYFP + Vif (tagged APOBEC3G with the HIV-1 protein that degrades it), YFP fluorescence, overnight; Potency, µM (highest dose often 46.1 µM), for inactives: at the highest dose activity, negative = active, actives largely listed as inhibitors; 0.076% of 410,000 active; AID 602310, 2012;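 note: potency is the fitted concentration of half-maximal effect; % is set by controls: 0 for no effect and ±100 for the full control effect; nearly all actives have a fitted effect of over 60% in size; hits raise eYFP signal because A3G escapes Vif-driven loss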
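HeLa cells stably expressing Vif and C-terminally eYFP-tagged A3G, seeded overnight at 37 deg C, then exposed to compound by pintool overnight at 37 deg C. Rise in yellow fluorescence (Ex 488/Em 500-530, Acumen) marks blocked Vif-driven A3G degradation.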
Vif-APOBEC3F blk = qHTS for Inhibitors of Vif-A3F Interactions: qHTS. HeLa A3F-eYFP + Vif (tagged APOBEC3F with the HIV-1 protein that degrades it), YFP fluorescence increase. Potency, µM (highest dose often 46.1 µM), without a hit: at the top dose activity, negative = active. 0.2% of 390,000 active. AID 602313, 2012; note: potency is the fitted concentration of half-maximal effect; % of control where 0% means no effect; nearly all actives have a fitted effect of over 65% in size
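HeLa cells stably expressing A3F-eYFP plus Vif, plated and incubated overnight at 37 deg C, then exposed to compounds overnight at 37 deg C. Blocked degradation read as raised yellow fluorescence (Ex 488/Em 500-530).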
RXFP1 antag = qHTS Assay for Antagonists of the Relaxin Receptor RXFP1. Relaxin receptor 1 (Homo sapiens), Q9HBX9. HEK293-RXFP1, relaxin-stimulated cAMP HTRF, 30 min; stronger effect = lower value. activity change, negative = inhibition, % at 57.5 µM. 0.59% of 350,000 active. AID 1259400, 2018;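 active = activity change of -60% or lower, but not beyond a set lower limit; inconclusive = change between -60% and -40%, or beyond the set limit; inactive = change above -40%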; note: % is set by controls: 0 for no effect and ±100 for the full control effect
Numbers without * were called inactive; u = inconclusive; x = no result given. Unless noted, calls come from the whole dose curve; as a rule, active = well fitted curve in the direction sought with a large enough effect; inconclusive = small, poorly fitted or top-dose-only effect, or another doubt; inactive = no such curve, though single readings can be large; an effect the other way counts as inactive or inconclusive. Not all compounds are listed, so the mix of outcomes need not match the whole.

| structure | D1 antag | D1 potentiator | RXFP1 agonist | D1 agonist | GRP78 ERSR act | D2 potentiator | Vif-A3G inh | Vif-APOBEC3F blk | RXFP1 antag |
| --- | --- | --- | --- | --- | --- | --- | --- | --- | --- |
| O=c1c2cc3c(cc2nc2sc(Nc4ccc(F)cc4F)nn12)OCO3 | -11 | -1 | -0.8% | -2 | 1% | 2 | 3% | 1% | x |
| CC(NC(=O)COC(=O)/C=C/c1cccc(C(F)(F)F)c1)c1ccccc1 (configuration not stated) | 6 | 7 | 2.1% | 4 | -3% | -3 | 0% | -5% | -15 |
| O=c1[nH]c2c(s1)C=Nc1ccccc1N2 | 11 | -6 | -2.4% | 6 | 1% | 4 | -10% | -18% | -12 |
| CC1Cn2c(nnc2C23CC4CC(CC(C4)C2)C3)S1 (configuration not stated) | -5 | 0 | 2.5% | 0 | -1% | -4 | 0% | -2% | -8 |
| CC(C)c1nc(N2CCN(C(=O)c3ccco3)CC2)c(C#N)c2c1COC(C)(C)C2 | 0 | 3 | 2.9% | 1 | -10% | 22 | -4% | 1% | -61* |
| COC(=O)[C@@]12OC[C@]34[C@H]([C@@H](O)[C@@H]1O)[C@@]1(C)C(=O)C(O[C@@H]5OC(CO)[C@@H](O)[C@@H](O)[C@@H]5O)=C[C@@H](C)[C@@H]1C[C@H]3OC(=O)[C@H](OC(=O)/C=C(\C)C(C)(C)OC(C)=O)[C@@H]24 (some centres not stated) | 8 | 6 | 0.0% | 1 | -5% | 11 | -16% | -5% | 10 |
| O=C(CSc1ncc(-c2ccc(F)cc2)n1Cc1ccco1)Nc1nccs1 | 6 | -4 | 1.9% | 20 | -6% | -20 | -13% | x | -9 |
| c1ccc2nc3c(cc2c1)CCCCCC3 | -4 | 4 | -1.0% | 1 | -5% | -1 | 0% | 0% | -2 |
| CCn1c(COc2cccc(OC)c2)nnc1SCC(=O)Nc1cccc(OC)c1 | -4 | 4 | -2.0% | 0 | -3% | 16 | -5% | 4% | 0 |
| O=C(CNC(=O)c1ccccc1F)NCCc1ccccc1F | 13 | -5 | -0.1% | 2 | 12% | -9 | 1% | 3% | -1 |
| O=C(NC12CC3CC(CC(C3)C1)C2)c1ccc(-c2ccccc2Cl)o1 | 28 | 15 | -0.2% | 5 | -5% | 2 | -1% | -1% | -25 |
| Cn1ncc2c(Nc3ccc([N+](=O)[O-])cc3)nc(Cl)nc21 | -17 | -4 | 4.7% | 18 | -6% | -6 | -7% | -2% | -5 |
| CN(CC(=O)NCCc1ccc(S(N)(=O)=O)cc1)S(=O)(=O)c1cccc2nsnc12 | 1 | -4 | 0.3% | 3 | 0% | -12 | 1% | -4% | 14 |
| CCOc1ccc(-c2nc(SCC(=O)Nc3ccc4c(c3)OCCO4)c(-c3ccc(F)cc3)[nH]2)cc1 | -2 | -2 | 0.2% | 4 | 2% | -9 | -16% | -11% | -35 |
| Cc1cc(C)c(NC(=O)CC(C)(C)C)c(Cl)c1 | -6 | 10 | -0.6% | 0 | -1% | 10 | -1% | -6% | 4 |
| Nc1cc(=O)[nH]c(SCC(=O)NCCC2=CCCCC2)n1 | x | x | x | x | -4% | x | -1% | -4% | -10 |
| CC(=O)c1sc(Nc2nc(C)cc(C)n2)nc1C | 10 | 5 | 5.5% | -1 | 2% | 6 | -24% | -9% | -7 |
| COc1ccccc1NC(=O)CNC(c1ccccc1)c1ccccc1 | 12 | 4 | 3.6% | 8 | -4% | x | 1% | u | -8 |
| CSc1nnc(C)c(=O)n1COC(=O)c1cc(Cl)ccc1[N+](=O)[O-] | 0 | -1 | 3.8% | 6 | -1% | x | 4% | 2% | -17 |
| CCCCCC(=O)Nc1nc(C)c(-c2csc(Nc3ccc(Cl)cc3)n2)s1 | 14 | -2 | 0.0% | 0 | -1% | -9 | -4% | 2% | x |
| Cc1ccc(CNC(=O)[C@@H](NC(=O)Cc2ccccc2)C(C)C)cc1 | 0 | -8 | 0.1% | 0 | -4% | 6 | 4% | -8% | 22 |
| CCOC(=O)c1nn(-c2cccc(C)c2)cc1C(=O)c1ccccc1 | -3 | -3 | -1.6% | 13 | 8% | -2 | -9% | 6% | -10 |
| COc1ccc(C(=O)c2oc3ccccc3c2NC(=O)COc2cccc(C)c2C)cc1 | 1 | 0 | 5.2% | 4 | -3% | 11 | 2% | 3% | x |
| CN(C)C(=S)SCCn1c(N)nc(N(C)C)nc1=O | 6 | 0 | 1.2% | 2 | -3% | -4 | -4% | 12% | -16 |
| COc1ccccc1CNC(=O)CN1C(=O)N(C)C2(CCCCC2)C1=O | 5 | 2 | 2.1% | 1 | -1% | -7 | 5% | 3% | 0 |

Some of these compounds in order of the RXFP1 antag value, lowest first.
Compound,RXFP1 antag
CN(C)C(=S)SCCn1c(N)nc(N(C)C)nc1=O,-16
CC(NC(=O)COC(=O)/C=C/c1cccc(C(F)(F)F)c1)c1ccccc1 (configuration not stated),-15
COc1ccccc1CNC(=O)CN1C(=O)N(C)C2(CCCCC2)C1=O,0

Further records.
| structure | D1 antag | D1 potentiator | RXFP1 agonist | D1 agonist | GRP78 ERSR act | D2 potentiator | Vif-A3G inh | Vif-APOBEC3F blk | RXFP1 antag |
| --- | --- | --- | --- | --- | --- | --- | --- | --- | --- |
| COc1cccc(NC(=O)COc2ccc(S(=O)(=O)NC(C)C)cc2)c1 | 14 | -6 | -0.1% | 2 | -5% | -5 | -4% | -8% | -8 |
| CCOC(=O)c1cnc(SC)nc1Oc1cccc(NS(=O)(=O)c2ccccc2)c1 | 17 | 7 | 0.5% | 4 | -2% | 12 | -1% | 1% | -9 |
| COc1ccc(NC(=O)c2cccc(S(=O)(=O)NCc3ccccc3)c2)cc1S(N)(=O)=O | 3 | -2 | 1.4% | 1 | -5% | -7 | 1% | 6% | 4 |
| NC(=O)COC(=O)c1ccccc1OCc1ccccc1Cl | 1 | -6 | 2.3% | 2 | 1% | -2 | -1% | 0% | 1 |
| O=[N+]([O-])c1nn(-c2ccc3c(c2)OCCO3)n(O)c1=NCc1ccccc1Cl | -1 | 3 | 0.8% | 3 | 6% | -2 | -7% | -3% | 30 |
| CC1SCC(=O)N(CC(=O)Nc2ccc3c(c2)OCCO3)C1=O (configuration not stated) | -1 | 12 | -0.2% | 2 | 0% | 1 | 5% | -37% | -11 |
| Cc1ccc(C(=O)NCC(=O)OCCCOC(=O)CNC(=O)c2ccc(C)c(C)c2)cc1C | -5 | -2 | -2.0% | 2 | 4% | -11 | 2% | -10% | 1 |
| CCCc1cc2c(cc1NC(=O)c1ccco1)OCO2 | -19 | -7 | -1.1% | 0 | -4% | -8 | 4% | 3% | 1 |
| Cc1nc2ccccc2c(=O)n1CCc1ccc(O)cc1 | -15 | -2 | 1.9% | 2 | 1% | 1 | -2% | -9% | 3 |
| NC(=O)c1c(N)sc(=S)n1-c1ccccc1 | -2 | -3 | 1.3% | 2 | -5% | 1 | 0% | -3% | -6 |
| CN(C1=NS(=O)(=O)c2ccccc21)c1ccc(OC(=O)c2ccccc2)cc1 | -6 | -7 | -1.5% | 6 | -4% | 3 | -1% | -6% | -29 |
| Cc1oc(-c2ccccc2Cl)nc1CN1CCCCC1c1cccnc1 (configuration not stated) | -32* | -8 | -0.2% | -1 | -2% | -14 | -6% | 2% | -8 |
| N/C(=N\OC(=O)Cc1cccs1)c1ccc(Cl)cc1 | -4 | 1 | 2.2% | 1 | 4% | -3 | -4% | 9% | -15 |
| Cc1ccc(NC(=O)C2CCCN(S(=O)(=O)c3cccc4nsnc34)C2)c(C)c1 (configuration not stated) | -5 | 2 | -0.9% | 0 | -3% | -3 | 3% | 6% | x |
| O=C1CC2(CCN(C(=O)c3ccc(Cl)cc3)CC2)Oc2ccccc21 | 2 | 1 | 0.1% | 2 | -2% | 13 | 2% | 2% | 2 |
| O=c1oc2cc(O)ccc2cc1-c1nnc(Nc2ccccc2F)s1 | -4 | 16 | 13% | 405* | x | -20 | x | x | -19 |
| CCn1c(COc2ccc(=O)n(-c3ccccc3)n2)n[nH]c1=S | -5 | -3 | 0.3% | 1 | 2% | 0 | -1% | 3% | -1 |
| Cc1cccc2sc(N(Cc3cccnc3)C(=O)C3CCCCC3)nc12 | x | 0 | 0.8% | 4 | -5% | x | 6% | 2% | -17 |
| CCN(CC)c1ccc(NC(=O)c2cccc(OC)c2)c(C)c1 | -20 | -6 | 0.0% | 2 | -5% | 10 | -32% | -3% | 1 |
| CCN(CC)CCCNC(=O)CC1Sc2ccccc2NC1=O (configuration not stated) | -12 | -4 | -0.9% | 2 | -3% | -10 | -1% | 0% | 0 |
| CCC1CCc2c(sc(NC(=O)C3c4ccccc4Oc4ccccc43)c2C#N)C1 (configuration not stated) | -1 | -5 | -3.9% | 0 | -3% | -3 | u | 1% | -14 |
| CSc1nsc(SC)c1NC(=O)OCC1CCCO1 (configuration not stated) | 18 | 0 | 1.7% | 2 | -3% | 23 | 0% | 2% | 12 |
| O=C(/C=C/c1c(Cl)nc2ccccn12)Nc1ccc(F)cc1 | -6 | -3 | 4.5% | 8 | 0% | -10 | 4% | -16% | 1 |
| Cc1c(NC(=O)c2ccc(Cl)c(S(=O)(=O)N3CCOCC3)c2)c(=O)n(-c2ccccc2)n1C | -1 | -8 | 0.8% | 3 | -4% | -9 | 0% | 8% | -3 |
| Cc1cc(C(=O)O)ccc1N/C=C1\CCCC(C)C1=O (configuration not stated) | -2 | -1 | 3.5% | 0 | -14% | -4 | -5% | -12% | -20 |
